# Compound activity deposited in PubChem BioAssay by several laboratories.
# sdo1 growth = sdo1-depleted yeast growth rescue; z-score at 10 µM; hit rate 0.21% among 140,000; S. cerevisiae sdo1-depleted JHY4D growth rescue, OD600 30 h; active compounds read high; pdr5 snq2 efflux-pump mutant strain;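 active = z-score above 3 at both the 24 hr and the 30 hr optical density reads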;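 also: z-score against mean and SD of all compound wells on the same plate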
# INS promoter inh = TRM-6 insulin promoter activity inhibition | TRM-6 cells (human fetal islet line), insulin promoter-eGFP reporter, imaging; reporter expression induced with tamoxifen | inhibition, % at 2 µM | hit rate 0.9% among 130,000;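 active = inhibition above the mean plus 3 SD, with well images judged a real hit on visual review, cut at about 60% in these data, passing the limit was not always enough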
# sdo1 growth Rescue 24 h = second read-out of sdo1 growth, no call of its own (marks repeat the call); z-score; S. cerevisiae sdo1-depleted JHY4D growth rescue, OD600; measured here: growth rescue at 24 h;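 0 is the plate mean of compound wells and units are plate SD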
# Starred values were filed as active, the others as inactive; · = no result given. Rows are unselected (roughly 0.92% active in at least one column).
Molecule | sdo1 growth | sdo1 growth Rescue 24 h | INS promoter inh
CCOC(=O)N1CCC(NC(=O)c2cc3c(-c4cccc(OC)c4)nn(C)c3s2)CC1 | 0.33 | 1.55 | -17.4
Cc1cc(=O)oc(C)c1C(=O)NCc1ccccc1 | 1.01 | 0.34 | -7.0
COc1ccccc1NC(=O)c1sc2ncn(Cc3ccc(C)cc3)c(=O)c2c1C | -0.41 | 1.26 | -4.2
CCCn1c(SCC(=O)N2c3ccc(F)cc3CCC2C)nnc1-c1ccccn1 (configuration not stated) | -0.16 | 1.29 | -304.8
O=C(NC1CCCCC1)C(c1ccc(F)cc1)N(Cc1ccco1)C(=O)CN1C(=O)c2ccccc2S1(=O)=O (configuration not stated) | -1.06 | -0.18 | ·
CCC1=Nc2ccccc2-c2nnc(SC)nc2O1 | 0.77 | 0.89 | 58.6
Cc1ccc(NC(=O)C(C)Sc2nnc(-c3cccnc3)n2-c2ccccc2)cc1 (configuration not stated) | -0.4 | -0.55 | ·
CCOc1ccc(-c2nnc3n2N=C(c2ccc(OC)cc2)CS3)cc1 | -1.92 | -0.96 | ·
COc1ccc(CNC(=O)C(c2ccc(C)o2)N(Cc2cccs2)C(=O)Cc2cccs2)cc1 (configuration not stated) | -1.53 | -1.38 | 23.1
CCOc1ccc(CNC(=O)C2CC(=O)N(C3CCCC3)C2)cc1OC (configuration not stated) | -0.38 | -0.18 | -3.1
Cc1ccc(C)c(-n2c(-c3csc(C)c3)n[nH]c2=S)c1 | -0.6 | 0.02 | -1.4
Cc1onc(-c2c(F)cccc2Cl)c1C(=O)Nc1nc2c(s1)CCCC2 | -2.29 | -1.77 | 56.2
Cc1ccc(C(=O)N2CC(=O)Nc3ccccc32)o1 | 0.67 | 0.41 | -46.7
c1ccc(CNc2ncnc3sc4c(c23)CCC4)nc1 | -0.45 | -0.32 | -41.2
CC1CCCCC12NC(=O)N(CC(=O)Nc1sc3c(c1C(N)=O)CCC3)C2=O (configuration not stated) | 0.91 | 0.89 | ·
COCCn1nnnc1C(c1cc2ccc(C)cc2[nH]c1=O)N(Cc1ccco1)Cc1cccs1 (configuration not stated) | -0.64 | -0.84 | ·
Cn1c(=O)c2c(nc(CN3CCN(C(=O)c4ccco4)CC3)n2Cc2ccccc2)n(C)c1=O | 0.66 | 0.42 | 18.8
c1ccc2c(c1)nnn2CNc1nccs1 | -0.18 | 0.03 | -21.4
O=C1c2ccccc2C(O)(c2ncc[nH]2)N1C1CCCCC1 (configuration not stated) | 0.11 | -0.65 | 0.0
C/C(=N\Nc1ccc([N+](=O)[O-])cc1)c1cc2ccccc2o1 | · | · | -347.1
Cc1ccc(NC(=O)c2ccncc2)cc1S(=O)(=O)N(C)C | 0.96 | 1.28 | ·
CCCCCCN=C(C)C1=C(O)C(C(=O)OC)C(C)(C)CC1=O (configuration not stated) | -0.12 | -0.34 | -45.5
O=C(Nc1ccc2c(c1)OCCO2)c1ccc(Br)c(S(=O)(=O)N2CCOCC2)c1 | 0.3 | 1.1 | 0.0
Cc1nn(-c2ccccc2)c(C)c1NC(=O)COc1ccc(Cl)cc1Cl | -0.77 | 0.28 | -3.7
COC(=O)CSc1nc2ccccc2c(=O)n1C | 1.35 | 0.99 | ·
O=C(Nc1ccc2c(c1)oc1ccc(S(=O)(=O)N3CCCC3)cc12)C1CC1 | 0.05 | -0.84 | -10.8
CC(C)Cn1c(N2CCN(C(=O)/C=C/c3ccccc3)CC2)nc2ccccc21 | · | · | 52.9
Cc1[nH]n(-c2ccccc2)c(=O)c1C=NCCc1ccccc1 | · | · | -10.0
O=C(NC1CCCCCC1)c1cccs1 | 0.08 | -0.15 | -21.9
COc1ccc(-c2nn(CCC#N)cc2/C=N/O)cc1 | · | · | 45.5
COc1ccc(Cc2nn3c(-c4ccccc4Br)nnc3s2)cc1 | -1.97 | -1.4 | -3.5
NC(=O)C1(NC(=O)[C@@H]2CC3(CC(c4cccc(NC(=O)c5cc([N+](=O)[O-])cc([N+](=O)[O-])c5)c4)=NO3)CN2C(=O)c2ccccc2)CC1 (some centres not stated) | 0.56 | -0.08 | 0.0
CN(C)N1C(=O)CC(N2CCCCC2)C1=O (configuration not stated) | · | · | 18.8
Cc1cc(N)n(-c2nc3ccccc3s2)n1 | · | · | 63.0
CCOC(=O)C1=C(C)NC(C)=C(C(=O)OCC)C1/C=C/c1ccccc1 | -1.02 | -0.34 | 37.5
CCCCC(=O)Nc1ccc(NC(=O)c2ccccc2[N+](=O)[O-])cc1OC | -0.26 | -0.69 | 20.5
O=C(NCCc1ccccn1)c1cc(-c2cccc3ccccc23)nc2ccccc12 | -1.14 | -1.28 | ·
CCOC(=O)c1c(NC(=O)c2ccc(N3C(=O)[C@@H]4[C@H](C3=O)[C@H]3C=C[C@@H]4C3)cc2)sc2c1CCCC2 | 0.92 | 1.55 | 14.3
COc1ccc(C(=O)N/N=C2\SCC(=O)N2Cc2ccc3c(c2)OCO3)c(OC)c1 | -1.59 | -1.5 | 26.7
CCOC(=O)c1ccc2ncc(C(=O)OCC)c(NCc3ccco3)c2c1 | -1.12 | -0.17 | ·
CC(NC(=S)NCCc1ccccc1)C(c1cccs1)N1CCN(C)CC1 (configuration not stated) | 1.09 | 1.46 | -17.1
C[C@H]1C[C@@H]2[C@H]([C@@H](O)C[C@@]3(C)[C@H]2CC[C@]3(O)C(=O)CO)[C@@]2(C)C=CC(=O)C=C12 | 0.34 | 0.26 | -65.2
O=C(NCc1ccccc1)c1ccc(Cn2cc(C(F)(F)F)ccc2=O)cc1 | 1.01 | 1.08 | -35.7
CCOC(=O)C(=CNCC(=O)O)C(=O)OCC | 0.5 | -0.23 | -20.0
Cc1cccc2nc(CSc3ccccc3C(=O)O)cn12 | 0.61 | 0.23 | ·
Cc1cc2ncc(C(=O)Nc3ccsc3C(=O)O)c(C)n2n1 | · | · | -6.7
CCc1c(C)c2nncn2[nH]c1=O | 0.18 | 0.84 | ·
Cc1cc(C)nc(SCC(=O)c2ccc([N+](=O)[O-])cc2)n1 | 0.12 | -0.14 | -10.0
Cc1ccc(C2NC(=O)CCC2[N+](=O)[O-])cc1 (configuration not stated) | · | · | 61.1
O=C(NCCOc1nc(N2CCOCC2)nc(N2CCOCC2)n1)Nc1ccc(Cl)cc1 | -0.02 | -0.06 | 3.6
Cn1c(N)c(C(=O)COC(=O)CNS(=O)(=O)c2ccc(Cl)c(Cl)c2)c(=O)n(C)c1=O | 1.57 | 0.31 | -7.7
COc1ccc(C(=O)Nc2ccc3c(c2)OCCO3)cc1 | -0.08 | -1.24 | 20.7
CCOC(=O)Cc1csc(NC(=O)CSc2nnc(Cc3csc(N)n3)n2C)n1 | -0.11 | -1.11 | -8.1
CC(C)CN=Cc1c(O)c([N+](=O)[O-])cc2oc3c(c12)CCCC3 | 0.45 | 0.11 | ·
Cc1c(CN(C)C)c2c(n1C)C(=O)c1ccc(Br)cc1-2 | 1.71 | 3.39 | -42.9
C=CCS(=O)(=O)c1nc2ccccc2s1 | -1.33 | -1.1 | 18.9
Nc1ncn(CC(=O)c2ccccc2)n1 | · | · | -90.0
N#Cc1cc2ccc(N3CCOCC3)cc2cc1C#N | 0.19 | 0.97 | 55.0
CCCC(=O)NCCCc1nc2ccccc2[nH]1 | 1.29 | 0.85 | ·
CCOC(=O)CSc1nnc(CNC(=O)c2ccc(OC)cc2)n1Cc1ccccc1 | 1.03 | 1.29 | 21.4

# Arranged by count of non-hydrogen atoms (smallest number first): some entries from above.
Molecule | sdo1 growth | sdo1 growth Rescue 24 h | INS promoter inh
Cc1cc2ncc(C(=O)Nc3ccsc3C(=O)O)c(C)n2n1 | · | · | -6.7
CCOC(=O)c1ccc2ncc(C(=O)OCC)c(NCc3ccco3)c2c1 | -1.12 | -0.17 | ·
O=C(NCc1ccccc1)c1ccc(Cn2cc(C(F)(F)F)ccc2=O)cc1 | 1.01 | 1.08 | -35.7

# Carrying on.
Molecule | sdo1 growth | sdo1 growth Rescue 24 h | INS promoter inh
CN(C1CCCC1)C1CCN(C(=O)CNC(=O)/C=C/c2ccc(F)cc2)CC1 | 0.49 | 0.2 | 22.9
CNc1nc(OCC(F)(F)F)nc(N2CCN(C34CC5CC(CC(C5)C3)C4)CC2)n1 | · | · | 30.2
Cc1nn(CCOc2ccccc2)c(=O)n1-c1c(F)cccc1F | 0.36 | -0.1 | 0.0
Cc1cccc(NC(=O)CSc2nc3c(oc4ccccc43)c(=O)n2-c2ccccc2)c1 | 0.39 | 0.01 | ·
S=C(NCc1ccncc1)NC1CCCCC1 | · | · | -5.9
COc1ccc(CN2C(=O)c3ccccc3C2=O)cc1C(=O)OC(C)C(=O)NC(N)=O (configuration not stated) | -0.36 | -0.31 | 16.1
O=C(Nc1ccc(Cc2ccncc2)cc1)c1ccco1 | 1.83 | 2.39 | 35.7
CCOC(=O)c1cnn(-c2ncnc3sc(C)c(C)c23)c1N | 1.15 | 0.41 | 27.8
COc1cccc(NC(=O)C2CC2(c2cccc(OC)c2)c2cccc(OC)c2)c1 (configuration not stated) | -0.85 | -1 | -90.6
O=C(CN1C(=O)CSC1=O)NCc1ccccc1 | 1.12 | 1.44 | ·
CC1=CCC(C(=O)O)C(C(=O)O)C1 (configuration not stated) | 0.3 | 0.12 | ·
COc1cc(/C=N/Nc2ccccc2[N+](=O)[O-])cc(OC)c1O | · | · | -26.7
COc1ccc(S(=O)(=O)NNC(=O)C2Cc3c(ccc4ccccc34)O2)cc1 (configuration not stated) | -0.73 | -1.2 | 0.0
Cc1cc(OCC(=O)Nc2ccc(CN3CCCCC3)cc2)ccc1Cl | · | · | 0.0
COc1ccc(-c2nnc(SCc3cc(C)cc(C)c3)o2)cc1 | -0.8 | -1.19 | ·
CCOC(=O)C1=C(C)NC(SC)=NC1c1ccccc1 (configuration not stated) | 0.65 | -0.17 | 9.5
CCn1c(SCC(=O)N2CCN(c3ccccc3)CC2)nnc1-c1ccoc1C | 0.04 | 0.07 | ·
Cc1cc2cc(C#N)c(N3CCN(S(C)(=O)=O)CC3)nc2cc1C | 0.08 | -0.46 | ·
CCC(=O)N1CCc2cc(S(=O)(=O)CCC(=O)NCCc3ccccc3)ccc21 | 0.19 | 0.28 | 12.9
CCN1CCN(C(=S)Nc2cc(C(=O)OC)ccc2C(=O)OC)CC1 | · | · | 36.4
NC(=O)C1(N2CCCCC2)CCN(C(=O)Nc2ccccc2C(F)(F)F)CC1 | 0.87 | 0.21 | 72.1
COc1ccccc1NS(=O)(=O)c1cc(NC(=O)c2cccs2)ccc1N1CCCCC1 | -0.46 | 0.07 | 23.3
Cc1cc(Br)c2c(c1)C(O)(N1CCCCC1C)C(=O)N2 (configuration not stated) | -1.41 | -0.86 | 15.4
O=C(Nc1sc2c(c1C(=O)c1ccc(Cl)cc1)CCCC2)c1cccnc1 | -0.77 | -0.09 | -9.4
CCOC(=O)c1c(C)[nH]c(O)c1C=Nc1ccc(Cl)cc1 | -1.7 | -0.64 | 12.5
Cc1nc2ccc(Cl)cc2nc(C)/c1=N\O | 0.01 | -0.27 | ·
O=C(c1ccc(C(F)(F)F)cc1)N1CCCCC1 | 0.53 | -0.09 | -23.1
CCOc1ccccc1OCCCNCc1ccco1 | -0.63 | -1.68 | 0.0
CCOc1ccccc1NC(=O)c1ccccc1NS(C)(=O)=O | 0.32 | 0.64 | 50.0
O=C(Nc1ccc(N2CCN(C(=O)C3CC3)CC2)cc1)c1cccs1 | · | · | 36.8
CC(C)(C)NC(=O)CN(Cc1cccs1)C(=O)CNS(=O)(=O)c1ccc(F)cc1 | · | · | -40.0
Cc1ccc(CNC(=O)[C@@H]2CCC(=O)N2Cc2ccco2)cc1 | -0.51 | -0.52 | 25.8
COc1cc(C(=O)NCCOc2ccccc2)c(Br)c(OC)c1OC | -0.29 | 0.01 | 60.9
Cc1ccc2c(c1)nnn2C1CCN(S(=O)(=O)c2ccc(C(=O)N(C)C)cc2)CC1 | 0.41 | 0.54 | 58.3
CCn1c(N2CCC(Cc3ccccc3)CC2)nc2c1c(=O)[nH]c(=O)n2C | -1.33 | -1.17 | ·
Cc1ccc(OC(=O)C(F)(F)F)c2c1NCCC2 | 1.17 | 0.63 | 63.6
COc1ccc(-c2cnnc(N/N=C/c3ccc(-c4ccc([N+](=O)[O-])cc4)o3)n2)cc1 | · | · | -175.0
CC1(C)CC(=O)C(Sc2nnc(-c3ccc(O)cc3)n2CC2CCCO2)C(=O)C1 (configuration not stated) | -0.1 | -0.6 | -53.1
Cc1cc(C)n(-c2cc(N3CCOCC3)ncn2)n1 | 0.03 | 0.12 | ·
COC(=O)c1ccccc1-c1ccc(C=O)o1 | · | · | 27.8
COC(=O)[C@@H](NC(=O)N1CCN(c2cccc(C(F)(F)F)c2)CC1)C(C)C | -0.74 | -1.54 | ·
O=C1CCC2S/C(=C/Nc3ccc(C(F)(F)F)cc3)C(=O)N12 (configuration not stated) | · | · | 5.0
CCOC(=O)N1CCC(n2c(SCC(=O)NCc3ccco3)nc3ccsc3c2=O)CC1 | -0.64 | -0.72 | -20.0
COc1cccc(-c2ccc(C#N)c(SCC(=O)NCCc3ccccc3)n2)c1 | 0.78 | 2.61 | ·
Cc1occc(=O)c1OC(=O)Nc1ccc(Cl)c(Cl)c1 | -1.69 | -0.6 | 16.7
O=C(NCc1ccccc1)C1CCN(S(=O)(=O)N2CCOCC2)CC1 | 1.31 | 2.64 | ·
N#C/C(=C\c1ccc2c(c1)OCO2)C(=O)NCc1ccco1 | · | · | 0.0
Cc1occc1C(=O)NNC(=S)Nc1ccccc1C(F)(F)F | 0.88 | 0.17 | ·
COc1ccc(C2C3=C(CC(C)(C)CC3=O)Nc3c2c(=O)[nH]c(=O)n3Cc2ccccc2)cc1 (configuration not stated) | -0.02 | 0.12 | 42.3
CCOc1cc(/C=C2\N=C(SC)SC2=O)cc([N+](=O)[O-])c1OC(C)=O | -0.24 | 0.07 | -15.0
